# MgcRacGAP inhibition: MgcRacGAP GTPase-activating activity inhibitors, confirmation, biochemical, ADP Hunter fluorescence. AID 624330, 2012. one-dose inhibition, % at 30 µM; IC50 in µM for titrated hits. MgcRacGAP-stimulated Rac1 GTP hydrolysis, ADP Hunter fluorescence; higher % means a stronger effect; GST-tagged Rac1 F28L mutant substrate. 0.6% of 340,000 active;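 active means first-screen hits whose inhibition reached a set limit at any dose in the follow-up dose series; inconclusive means inhibition above the set first-screen limit but never retested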;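 further: fluorescence reports GDP produced by GAP-driven GTP hydrolysis; strong numbers were not always called active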
# Dengue-2 NS5 capping: Dengue-2 NS5 methyltransferase inhibitors, primary screen, biochemical, confirmation dose response (AID 588689). Genome polyprotein (Dengue virus type 2 (strain 16681-PDK53)). 0.3% of 340,000 active. Dengue-2 NS5 methyltransferase capping enzyme assay, biochemical; higher % means a stronger effect. inhibition, % at 25 µM; hits with a dose series show IC50 in µM; in the data active means a potency from the dose series; inconclusive means inhibition above about 29% without an active follow-up result
# Dengue-2 NS5 capping pilot replicate: second read-out of Dengue-2 NS5 capping, no call of its own (marks repeat the call); inhibition, %; measured here: pilot screen replicate inhibition
# Starred values were filed as active, the others as inactive; ? = inconclusive. Some of the compounds tested; count on the stated rates, not on these rows.
SMILES,MgcRacGAP inhibition,Dengue-2 NS5 capping,others
O=c1c2ccccc2sc2nc(CCl)nn12,-1%,-10%,
COC(=O)c1c(-c2ccc(OC)cc2)sc2ccc(-c3ccc4c(c3)OCO4)cc12,12%,-8%,
Cc1cc(C(=O)CCC(=O)Nc2cccc(F)c2)c(C)s1,11%,-6%,
CCC1([N+](=O)[O-])COC(c2ccc(C)cc2)OC1 (stereo not drawn),-1%,-14%,
C(=NN1CCCCCC1)c1cccc2ccccc12,-2%,-5%,
N#Cc1ccc(S(=O)(=O)N2CCN(CN3C(=O)CC4(CCCC4)C3=O)CC2)cc1,7%,0%,
CC(NC(=O)COC(=O)Cc1ccc(Cl)cc1)c1ccccc1 (stereo not drawn),0%,2%,
O=C(Nc1cc(Cl)cc2c1-c1ccc(Cl)cc1C2O)C(Cl)Cl (stereo not drawn),3%,-3%,
CN(Cc1ccc(F)cc1)S(=O)(=O)c1ccc2[nH]c(=O)[nH]c2c1,12%,-2%,
Cc1ccccc1-c1cc(C(=O)NCc2ccc3c(c2)OCO3)nn1CC1CC(c2cccc([N+](=O)[O-])c2)=NO1 (stereo not drawn),11%,0%,
COc1cc(S(=O)(=O)N2CCOCC2)ccc1NC(=O)COC(=O)/C=C/c1cc(OC)c(OC)c(OC)c1,2%,-1%,
CN(CCc1ccccc1)C(=O)c1cccc(NC(=O)Cc2cccc(NC(=O)C3CCCN(C(=O)CCc4ccccc4)C3)c2)c1 (stereo not drawn),-3%,-3%,Dengue-2 NS5 capping pilot replicate=3.1
COC(=O)c1cc(OC)c(OC)cc1NC(=O)CCN1C(=O)C2CCCCC2C1=O (stereo not drawn),9%,9%,
COC(=O)C1CCN(S(=O)(=O)c2c[nH]c(=O)[nH]c2=O)CC1,10%,0%,
O=C1c2cccc3cccc(c23)C(=O)N1Cc1ccccn1,7%,-24%,
C[C@@H]1C(=O)N(c2ccccc2)[C@@H]1c1ccncc1,2%,0%,Dengue-2 NS5 capping pilot replicate=1.8
CCOc1ccc(NS(=O)(=O)c2cc(NC(=O)C3CC3)ccc2C)cc1Br,-2%,-6%,
Cc1ccc(Cc2c(-c3ccc(C)cc3)nc3ccc(Cl)cn23)cc1,18%,-1%,
CC(=O)Nc1sc2c(c1-c1nc3ccccc3s1)CN(C(C)C)CC2,21%,?,
O=c1cc(-c2ccccc2)oc2cc(O)c(O)c(O)c12,-60%,35µM*,

# At a glance, some entries already given:
SMILES,MgcRacGAP inhibition,Dengue-2 NS5 capping,others
N#Cc1ccc(S(=O)(=O)N2CCN(CN3C(=O)CC4(CCCC4)C3=O)CC2)cc1,7%,0%,
CC(NC(=O)COC(=O)Cc1ccc(Cl)cc1)c1ccccc1 (stereo not drawn),0%,2%,
O=C(Nc1cc(Cl)cc2c1-c1ccc(Cl)cc1C2O)C(Cl)Cl (stereo not drawn),3%,-3%,
CN(Cc1ccc(F)cc1)S(=O)(=O)c1ccc2[nH]c(=O)[nH]c2c1,12%,-2%,
Cc1ccccc1-c1cc(C(=O)NCc2ccc3c(c2)OCO3)nn1CC1CC(c2cccc([N+](=O)[O-])c2)=NO1 (stereo not drawn),11%,0%,
COc1cc(S(=O)(=O)N2CCOCC2)ccc1NC(=O)COC(=O)/C=C/c1cc(OC)c(OC)c(OC)c1,2%,-1%,
CN(CCc1ccccc1)C(=O)c1cccc(NC(=O)Cc2cccc(NC(=O)C3CCCN(C(=O)CCc4ccccc4)C3)c2)c1 (stereo not drawn),-3%,-3%,Dengue-2 NS5 capping pilot replicate=3.1
COC(=O)c1cc(OC)c(OC)cc1NC(=O)CCN1C(=O)C2CCCCC2C1=O (stereo not drawn),9%,9%,
COC(=O)C1CCN(S(=O)(=O)c2c[nH]c(=O)[nH]c2=O)CC1,10%,0%,
O=C1c2cccc3cccc(c23)C(=O)N1Cc1ccccn1,7%,-24%,
C[C@@H]1C(=O)N(c2ccccc2)[C@@H]1c1ccncc1,2%,0%,Dengue-2 NS5 capping pilot replicate=1.8
CCOc1ccc(NS(=O)(=O)c2cc(NC(=O)C3CC3)ccc2C)cc1Br,-2%,-6%,
Cc1ccc(Cc2c(-c3ccc(C)cc3)nc3ccc(Cl)cn23)cc1,18%,-1%,
CC(=O)Nc1sc2c(c1-c1nc3ccccc3s1)CN(C(C)C)CC2,21%,?,
O=c1cc(-c2ccccc2)oc2cc(O)c(O)c(O)c12,-60%,35µM*,

# More results follow:
SMILES,MgcRacGAP inhibition,Dengue-2 NS5 capping,others
CC1CCc2ccccc2N1CC(=O)Nc1cccc(S(=O)(=O)N2CCCC2)c1 (stereo not drawn),-1%,11%,
CC(=O)c1ccc(OCC(=O)Nc2nnc(C3CC3)s2)cc1,3%,-1%,
C=C1C(=O)OC2C1C(OC(=O)C(C)=CC)CC(=C)C1C(O)C3OC3(C)C21O (stereo not drawn),10%,-6%,
COc1ccc(CC2C(=O)NC(C)C(=O)N(C)C3Cc4ccc(cc4)Oc4cc(ccc4O)CC(C(=O)NC(C)C(=O)NC(C)C(=O)N2C)N(C)C3=O)cc1 (stereo not drawn),3%,-6%,
C=CCOc1ccc(C=NNc2ccc(S(=O)(=O)Nc3ccccc3C(=O)O)cc2[N+](=O)[O-])cc1OC,66µM*,11%,
CCOC(=O)/C=C1\CC(C(=O)OCC)Oc2c(OC)cccc21 (stereo not drawn),19%,4%,Dengue-2 NS5 capping pilot replicate=-1.5
C[C@@H]1ON(C)[C@H]2C[C@H]3c4cc(N5CCN(C)CC5)ccc4CCN3C(=O)[C@@H]12,5%,2%,Dengue-2 NS5 capping pilot replicate=0.0
O=C(Cc1coc2cc(O)ccc12)NNC(=O)c1cccs1,33µM*,-3%,
CCCCCCSc1ccc(-c2nc3ccc(Cl)cn3c2NCCCC)cc1OC,12%,-19%,
Cc1c(Cl)ccc2c(C(O)CBr)cc(-c3ccccc3)nc12 (stereo not drawn),4%,-7%,
COc1ccc(NC(=O)c2ccc(OCC3CCCO3)cc2)cc1Cl (stereo not drawn),0%,-9%,
Cc1ccc(OC(=O)c2ccc3c(=O)n4c(nc3c2)CCC4)cc1,19%,-1%,
CSC[C@H]1CN(CCc2ccccc2)C(=O)[C@@H]1CC(=O)Nc1ccccc1,7%,-1%,
O=c1ncn(C2CCCCC2)c(=O)[nH]1,2%,-2%,
CCCC1(c2ccsc2)NC(=O)NC1=O (stereo not drawn),2%,-2%,
O=C1CCCC(=O)N1CCCCCCN1C(=O)CCCC1=O,-5%,1%,
O=C(O)c1ccc(NN=Cc2cc(=O)[nH]c(=O)[nH]2)cc1,-6%,-2%,
CCCCNc1c(-c2cccc(Sc3ccc(OC)cc3)c2)nc2ccccn12,1%,-2%,
C[C@H](NC(=O)c1ccccc1)C(=O)N1CCN(Cc2ccc3c(c2)OCO3)CC1,4%,4%,
CCN(CC(=O)Nc1ccc2c(c1)OCCO2)CC(=O)Nc1ccccc1C(F)(F)F,10%,-2%,
C[C@H](CO)N1C[C@H](C)[C@@H](CN(C)C(=O)Nc2ccc3c(c2)OCO3)Oc2ccc(NS(=O)(=O)c3ccccc3)cc2C1=O,1%,-8%,
COc1ccc(S(=O)(=O)N(C)C[C@H]2Oc3ccc(NS(=O)(=O)c4cccs4)cc3CC(=O)N([C@H](C)CO)C[C@H]2C)cc1,-4%,-9%,
c1cc(SC2CCCCC2)cc(-c2nc3cnccn3c2NC2CCCCC2)c1,7%,-13%,
COc1ccc(CN(C)C(=O)/C=C/c2ccc(S(=O)(=O)N3CCOCC3)cc2)cc1F,4%,4%,
Cc1cc(C)n2nc(SCC(=O)N3CCCCC3C)nc2n1 (stereo not drawn),5%,4%,
O=C(c1cnn(C(=O)c2ccco2)c1)c1cc(F)ccc1O,1%,0%,
C[C@]12c3[nH]c4ccc(Cl)cc4c3CCN1C(=O)[C@@H](CC(=O)NCCC1=CCCCC1)C[C@@H]2C(=O)N1CCCCC1,10%,5%,Dengue-2 NS5 capping pilot replicate=-2.4
Cc1cc(C)c(NC(=O)COC(=O)C2=COCCO2)c(C)c1,-28%,2%,
COc1ccc(C2c3cc4c(cc3OC(N3CCOCC3)C2C)OCO4)c(OC)c1 (stereo not drawn),3%,1%,
COc1ccc2c(c1)C(O)C(CO)C(C(=O)O)C2 (stereo not drawn),2%,2%,
Cc1ccc(OCC(=O)Nc2ccc3c(c2)nc(CCN2CCCC2)n3C)cc1,12%,-8%,
COc1ccc2sc(-c3ccccc3OC)c(-c3ccc(OCCN4CCOCC4)cc3)c2c1,9%,-2%,Dengue-2 NS5 capping pilot replicate=0.9
O=C(OCc1c(-c2ccccc2)ncc2ccccc12)c1cccs1,-19%,-5%,
Cn1c(=O)c2[nH]c(SCCN3CCOCC3)nc2n(C)c1=S,31%,5%,
CC(Sc1cccc[n+]1[O-])C(=O)Nc1cc(Cl)c(Cl)cc1Cl (stereo not drawn),3%,5%,
Cc1cc(C(=O)COc2cc(F)ccc2[N+](=O)[O-])c(C)n1CC1CCCO1 (stereo not drawn),-2%,-1%,
O=C(COC(=O)[C@@H]1CCCN1C(=O)c1cccs1)Nc1cccc([N+](=O)[O-])c1,9%,3%,
O=c1[nH]cc(NCc2ccccc2)c(=O)[nH]1,0%,0%,
CCN(CC)C(=O)[C@H]1CC(CC(=O)NCc2cccc(C(F)(F)F)c2)C(=O)N2CCc3c([nH]c4ccc(OC)cc34)[C@]12C (stereo partly drawn),8%,-5%,Dengue-2 NS5 capping pilot replicate=-0.3
Cc1cc(N(C)C(=O)c2ccc3c(c2)S(=O)(=O)c2cc(Cl)ccc2C3=O)c(C(F)(F)F)o1,6%,-3%,
CC(C)Oc1ccc(C(=O)Nc2cccc(S(=O)(=O)N3CCCC3)c2)cc1,7%,-10%,
COc1ccc(S(=O)(=O)N(C)[C@H]2C[C@H]3c4cc(N5CCN(C)CC5)ccc4CCN3C(=O)[C@H]2[C@H](C)O)cc1,18%,-5%,
COc1ccc(NS(=O)(=O)c2ccc(O)c([N+](=O)[O-])c2)cc1S(=O)(=O)N1CCCCC1,4%,-10%,
O=C(NNC(=O)c1ccccc1F)c1ccc(-c2ccccc2Cl)o1,15%,4%,
Cc1c(C)[n+](=O)c(C)c(C)n1[O-],4%,0%,
Cc1cccc(N2CCN(C(=O)CNC(=O)C3CCCCC3)CC2)c1C,2%,-1%,
Cc1ccc(SCC(=O)NNC(=O)CNC(=O)c2ccccc2F)cc1,2%,7%,
C=CCOc1ccc(/C=C/C(=O)N2CCCN(S(=O)(=O)c3c(C)noc3C)CC2)cc1,5%,-10%,
COC(=O)[C@@]12CCCN1[C@H](c1ccc(-c3ccc(Cl)c(Cl)c3)c(OC)c1)[C@H]1C(=O)N(C)C(=O)[C@H]12,11%,-7%,
Cc1noc(C)c1C(=O)NCC(=O)Nc1ccccc1Br,4%,1%,
COc1ccccc1-c1sc2ccccc2c1-c1ccc(OCCN2CCCCC2)cc1,7%,-2%,Dengue-2 NS5 capping pilot replicate=3.9
O=S(=O)(c1cccc(C(F)(F)F)c1)N1c2ccccc2-n2cccc2C1c1cccnc1 (stereo not drawn),8%,3%,
CC(=NNc1nc2ccccc2s1)c1ncccn1,9%,?,
Cc1ccc([C@H]2C[C@H](O)[C@@H](n3cc(C4CC4)nn3)CN2Cc2cccs2)cc1,11%,6%,
CCOC(=O)c1c(NC(=O)COC(=O)CCNS(=O)(=O)c2ccccc2)sc(C(=O)N(C)C)c1C,12%,-12%,
O=C(NC1CCN(Cc2ccccc2)CC1)c1cccc(S(=O)(=O)Nc2ccc(SC(F)F)cc2)c1,4%,6%,
CCN(CC(=O)Nc1ccc(C(C)=O)cc1)CC(=O)Nc1ccc2c(c1)OCCO2,6%,12%,
CC(OC(=O)c1c(F)cccc1F)C(=O)NCCC1=CCCCC1 (stereo not drawn),0%,-5%,
O=S(=O)(Cc1ccccc1)N1CCN(Cc2c(F)cccc2Cl)CC1,3%,-7%,
CCN(C[C@H]1N[C@@](Cc2ccccc2)(C(=O)OC)[C@H]2C(=O)N(C)C(=O)[C@@H]12)C(=O)COC,-2%,-4%,Dengue-2 NS5 capping pilot replicate=-5.2
COc1ccc(C(=O)Nc2ccc3nc(C)sc3c2)cc1S(=O)(=O)N1CCOCC1,-2%,-7%,
